PP1 counter: blocks human PP1-alpha phosphatase, a PP5 counter-screen; inhibition, % at 6.7 µM; P62136; AID 2235; hit rate 0.9% among 320,000; purified PP1alpha, OMFP fluorescence;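 active = inhibition above the mean inhibition of all tested compounds plus 3 SD, computed separately for each screening campaign, cut at about 15% in these data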
PP5 inh: blocks human protein phosphatase 5 activity | P53041 | purified PP5c, OMFP substrate fluorescence | inhibition, % at 6.7 µM | hit rate 0.18% among 320,000 | AID 1987;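 active = inhibition above the campaign's mean inhibition across all tested compounds plus 3 SD, cut at about 9.5% in these data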;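 note: 0% = DMSO only and 100% = 100 µM cantharidin control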
Target sequence (P53041 whole entry, looked up): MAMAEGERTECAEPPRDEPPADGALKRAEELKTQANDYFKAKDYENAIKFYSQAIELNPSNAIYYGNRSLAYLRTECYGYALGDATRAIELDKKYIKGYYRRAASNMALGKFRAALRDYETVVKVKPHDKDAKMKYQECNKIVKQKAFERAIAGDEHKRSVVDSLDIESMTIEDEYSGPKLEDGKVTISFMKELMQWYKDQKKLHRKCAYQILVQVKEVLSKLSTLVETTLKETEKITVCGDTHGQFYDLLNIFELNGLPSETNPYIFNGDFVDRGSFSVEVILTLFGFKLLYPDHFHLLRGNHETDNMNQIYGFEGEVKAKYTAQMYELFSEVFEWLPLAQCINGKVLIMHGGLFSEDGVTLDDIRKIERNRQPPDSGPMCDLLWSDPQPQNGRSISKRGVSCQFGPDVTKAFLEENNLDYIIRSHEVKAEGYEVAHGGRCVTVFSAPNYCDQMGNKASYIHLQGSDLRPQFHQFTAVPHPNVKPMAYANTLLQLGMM
procasp7 counter: counter-screen for procaspase-3 activators: activators of human procaspase-7; recombinant procaspase-7, Ac-DEVD-pNA absorbance 405 nm; D23A/D198A/D206A triple mutant, cannot self-cleave; scale: DMSO 0, 5 µM enzyme 100; activation, % at 8.5 µM; P55210; AID 463210; hit rate 0.093% among 330,000;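 active = percent activation above the screen-wide mean plus 3 SD, cut at about 25% in these data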
Target sequence (P55210 whole entry D23A/D198A/D206A): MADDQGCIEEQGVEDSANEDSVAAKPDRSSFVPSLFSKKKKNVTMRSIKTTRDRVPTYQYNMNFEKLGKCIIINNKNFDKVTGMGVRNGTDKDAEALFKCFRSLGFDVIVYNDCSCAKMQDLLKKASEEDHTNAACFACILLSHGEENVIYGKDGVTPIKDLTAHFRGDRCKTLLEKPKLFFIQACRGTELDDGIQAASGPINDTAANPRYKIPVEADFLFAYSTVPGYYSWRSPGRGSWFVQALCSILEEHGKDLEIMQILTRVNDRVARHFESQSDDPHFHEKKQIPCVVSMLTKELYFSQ
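signal = Epi-absorbance of released pNA at 405 nm, two timepoints | assay system = Uncleavable procaspase-7 mutant enzyme | reagent = Ac-DEVD-pNA substrate, 400 µM as added | times = 1 h enzyme–compound preincubation and 2 h substrate reaction, both 25 °C | benchmarks = low DMSO alone, high DMSO plus 5 µM PC-7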
Fh CTSL1 inh: cathepsin L1 inhibition, PFM18AAP counter-screen | recombinant F. hepatica cathepsin L1, Z-Leu-Arg-MCA fluorescence | inhibition, % at 5.96 µM | hit rate 0.49% among 300,000;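 active = inhibition above the mean of all tested compounds plus 3 SD, set per screening campaign, cut at about 17% in these data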;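 note: 0% = plate median of test compound wells and 100% = 1 µM Z-Phe-Ala-diazomethylketone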
HCV core dimer: blocks dimerization of HCV core protein | TR-FRET GST/Flag-core106 dimerization, 1536-well | hit rate 0.33% among 300,000 | inhibition, % at 5 µM;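 active = inhibition above the mean of all tested compounds plus 3 SD, set per screening campaign, cut at about 45% in these data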
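System: GST-tagged and Flag-tagged HCV core protein residues 1-106 / Input: core106 proteins, GST 13.5 nM and Flag 17 nM / Buffer or medium: KF-containing HEPES buffer, pH 7.45, DTT, CHAPS, BSA / Probe or stimulus: Eu-anti-GST and XL665-anti-Flag labelled anti-tag antibodies / Schedule: 4 h, 22.5 °C incubation / Technique: TR-FRET 671 and 617 nm emission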
procasp3 activ: procaspase-3 (human) activation | P42574 | activation, % at 8.5 µM | recombinant procaspase-3 D3A, Ac-DEVD-pNA absorbance 405 nm | AID 463141 | hit rate 0.11% among 330,000;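 active = activation above the mean of all tested compounds plus 3 SD, cut at about 21% in these data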;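 note: 0% = DMSO alone and 100% = DMSO wells spiked with extra 5 µM PC-3 D3A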
Target sequence (P42574 whole entry D9A/D28A/D175A): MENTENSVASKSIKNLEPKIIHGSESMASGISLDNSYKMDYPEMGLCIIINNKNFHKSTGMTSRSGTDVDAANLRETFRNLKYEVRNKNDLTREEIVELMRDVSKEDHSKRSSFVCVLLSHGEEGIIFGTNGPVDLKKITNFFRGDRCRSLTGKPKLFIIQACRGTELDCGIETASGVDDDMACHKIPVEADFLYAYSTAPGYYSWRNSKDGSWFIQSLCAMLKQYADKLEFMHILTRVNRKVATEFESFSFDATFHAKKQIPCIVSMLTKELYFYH
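Assay system: Procaspase-3 D3A mutant, all three cleavage aspartates alanine. Buffer or medium: Zinc-free HEPES saline buffer with Triton X-100. Times: 1 h compound preincubation, 2 h substrate hydrolysis at 25 °C. Measured by: 405 nm absorbance of p-nitroaniline, reads at 0 and 120 min. Read-out basis: percent activation relative to control range. Replicates: singlicate.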
GRK2 aptamer HTS: human GRK2 inhibition via aptamer displacement; P25098; bead flow cytometry, FAM-aptamer displacement from GRK2; inhibition of aptamer binding, % at 10 µM; hit rate 0.59% among 330,000;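 active = inhibition of aptamer binding above 40%, roughly 3 SD of noise, on plates passing a quality check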;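 note: median bead fluorescence of bound FAM aptamer so fluorescent compounds give negative values; no value below 0 was filed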
JMJD2C inh: human JMJD2C demethylase inhibition; Q9H3R0; GST-JMJD2C(1-420) H3K9me3 demethylation, DELFIA europium; inhibition, % at 2.35 µM; hit rate 0.069% among 330,000; AID 2099;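 active = more than half of a compound's replicate wells show inhibition beyond 50%, single wells judged on their own value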;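 note: signal counts dimethyl H3K9 product captured on neutravidin plate; 0% = median of DMSO wells and 100% = 0.3 times that DMSO median; strong numbers were not always called active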
VLA-4 inh: inhibition in a human VLA-4 binding assay. inhibition, % (about 7 µM as worked out from the volumes in the protocol). VLA-4 expressing cells, ligand binding flow cytometry. P13612. hit rate 0.2% among 330,000; in the data active = inhibition above about 50%
An asterisk follows results filed as active; / = no result given; & = joins results of further samples.

SMILES	PP1 counter	PP5 inh	procasp7 counter	Fh CTSL1 inh	HCV core dimer	procasp3 activ	GRK2 aptamer HTS	JMJD2C inh	VLA-4 inh
OC(c1cccs1)(c1cccs1)C1C[N+]2(CF)CCC1CC2 (stereo not given)	4	-2.2	7	2	-5	6	0	2	4
CCN1CCN(C(=O)c2ccc3c(=O)n(Cc4ccccc4OC)c(=S)[nH]c3c2)CC1	-2	2.8	-1	1	-4	6	0	-3	-9
Cc1ccccc1NC(=O)c1nc(S(C)(=O)=O)ncc1Cl	-4	-0.6	-2	-1	7	-15	0	2	11
O=C(NCCC1CCCCN1S(=O)(=O)c1cccs1)C(=O)Nc1ccccc1 (stereo not given)	6	-0.8	1	2	4	2	2	9	-12
Cc1cc(C)n(C(CC(=O)O)C(=O)O)n1 (stereo not given)	-4	2.1	0	-1	-1	3	0	-2	30
CC(C)(C)NC(=O)CCN(/N=C/c1ccncc1)C1=NS(=O)(=O)c2ccccc21	0	-0.3	-1	-1	-6	0	0	15	-8
COc1cc(OC)cc(C(=O)Nc2sc3c(c2C(N)=O)CCC3)c1	-4	2.8	-8	2	11	-8	0	5	4
CCCCOc1ccc(N2C(=O)CC(NCCc3ccc(S(N)(=O)=O)cc3)C2=O)cc1 (stereo not given)	2	1.7	-21	-4	-2	-17	0	2	2
O=C(O)c1ccccc1C(=O)OCCCCOC(=O)c1ccccc1C(=O)O	0	-1.2	3	2	-7	-3	0	5	7
COc1ccc(S(=O)(=O)NC(Cc2ccccc2)C(=O)O)cc1 (stereo not given)	-5	-1.6	-1	2	-7	-2	0	-5	-1
Cc1ccc(OC(=O)C(C)c2cccc(C(=O)c3ccccc3)c2)cc1 (stereo not given)	4	3.3	-11	1	-2	-2	2	4	0
O=C(CSCCO)Nc1ccc(C2CCCCC2)cc1	-4	1.3	5	-3	5	3	3	7	7
CC(=O)Nc1ccc(NC(=O)c2ccccc2S(=O)(=O)c2ccccc2[N+](=O)[O-])cc1	-1	-1.9	7	1	-6	-2	1	6	0
Cc1ccc(OCC(=O)NCC2CCCO2)c(C)c1 (stereo not given)	0	1.7	1	-5	-5	6	0	-16	1
Cc1ccc2cc3c(N)c(C(=O)Nc4c(C)[nH]c(=O)[nH]c4=O)sc3nc2c1	-1	0.6	-6	4	-27	-7	4	2	-36

Continued (2 carried over from the part before).
SMILES	PP1 counter	PP5 inh	procasp7 counter	Fh CTSL1 inh	HCV core dimer	procasp3 activ	GRK2 aptamer HTS	JMJD2C inh	VLA-4 inh
Cc1ccc(OCC(=O)NCC2CCCO2)c(C)c1 (stereo not given)	0	1.7	1	-5	-5	6	0	-16	1
Cc1ccc2cc3c(N)c(C(=O)Nc4c(C)[nH]c(=O)[nH]c4=O)sc3nc2c1	-1	0.6	-6	4	-27	-7	4	2	-36
CCOC(=O)CC1COc2ccccc2N1C(=O)c1ccc(C)cc1 (stereo not given)	-2	0.1	4	7	2	3	3	4	5
COc1ccc(OC)c2c1nc1n2CCS1	-2	1.1	-10	-4	-3	2	0	21	14
CCN(CC)C(=O)CS(=O)CC(=O)Nc1cc(OCCOC)c(Cl)cc1Cl (stereo not given)	1	2.1	2	-7	-4	-12	1	14	11
COc1ccc(CC(=O)OC(C)C(=O)Nc2ccc(Cl)cn2)cc1 (stereo not given)	-4	1.9	2	/	/	-1	2	-1	15
O=C(O)CCC(=O)Nc1ccc(Br)cn1	1	0.9	9	-1	-4	-4	1	/	19
Cc1nnc(SCCCn2c(N3CCCCC3)nc3c2c(=O)[nH]c(=O)n3C)s1	2	0.8	9	-1	2	-7	2	-10	-5
CCN(CC)C(=O)c1cc2c(=O)n3ccccc3nc2s1	-2	-0.2	0	0	-2	1	0	2	-7
COc1cccc([C@@H]2Oc3ccc(OC)cc3C(=O)[C@H]2O)c1	-2	-0.1	-45	-1	-3	-20	/	-29	/
O=C(O)CSc1cccnc1Sc1ccc(Cl)cc1	-4	-1.0	3	-2	-1	-4	0	0	-2
CCOC(=O)[C@H]1[C@H]2COc3cc(OC)ccc3[C@@H]2N2C(=O)c3ccc(F)cc3NC(=O)[C@@]12C	1	2.4	-12	-1	10	3	0	-1	20
O=C(N[C@H](C(=O)O)c1ccccc1)C1CCC(Cn2nnc3ccccc3c2=O)CC1 (stereo not given in full)	-2	-1.6	12	1	-1	3	2	0	1
OCC1(c2cc(C(F)(F)F)n[nH]2)CCCCC1	2	2.3	2	-3	2	11	0	15	4
Cc1cc(C)n(-c2ccc(F)cc2)c(=O)c1C#N	-5	1.4	-4	4	3	5	3	-5	-7
O=C(NCc1cccnc1)C1CCCCN1S(=O)(=O)c1ccc(F)cc1 (stereo not given)	-5	0.0	0	-1	2	0	1	4	14
CCCCNC(=O)c1onc(CSc2ccc(Cl)cc2)c1C(=O)NCCCC	3	4.8	-7	7	-7	-7	0	27	0
O=C(NC(=S)NCc1ccccc1)c1ccc(Br)o1	2	3.9	4	0	-4	-3	3	-1	-12
CC1(C)CC(=O)C2=C(C1)Nc1cc(Cl)ccc1S2	-7	1.3	-16	-5	-22	-11	6	25	-3
CCOC(=O)N1CCC(NC(=O)c2cc(S(=O)(=O)N3CCOCC3)ccc2F)CC1	-2	4.7	-7	-16	-2	-1	2	0	-5
CC(C)CNS(=O)(=O)c1ccc(CCC(=O)N2CCN(c3ccccc3)CC2)cc1	1	3.4	1	-3	5	8	0	24	-13
CCOC(=O)CSc1nnc(-c2ccc(Cl)cc2Cl)o1	-2	-0.5	-12	-3	-8	4	0	-10	0
COc1cc2c(cc1OC)CN(C(=O)c1ccc(OC)c(S(=O)(=O)N3CCOCC3)c1)CC2	3	1.7	-1	7	4	-3	4	-7&-3	-3
O=S(=O)(c1ccccc1F)N1CCC(Oc2ccc(-n3cnnn3)cc2)CC1	-7	4.8	-6	4	-16	-2	0	-6	-23
COc1ccccc1NS(=O)(=O)c1ccc(C)c(NC(=O)c2ccc(S(=O)(=O)N3CCCCCC3)cc2)c1	4	4.1	5	1	21	-1	2	-14	5
Cn1c(=O)[nH]c(=O)c2c1nc(NCCCO)n2Cc1ccc(F)cc1	0	-0.1	3	4	0	-5	0	31	3
CC(C)OC(=O)c1cc(NC(=S)Nc2ccc([N+](=O)[O-])cc2)cc(C(=O)OC(C)C)c1	-1	2.3	-10	3	7	-11	0	0	2
COc1cc(C(=O)NC(=S)Nc2ccccc2[N+](=O)[O-])cc(OC)c1OC	-3	-2.6	-22	2	12	4	12	10	-3
COc1ccc(C2c3ccc4ccccc4c3Oc3ncn(CCO)c(=N)c32)cc1OC (stereo not given)	1	-1.3	0	-2	-2	-9	0	9	-56
O=C(CN1CCC(NC(=O)c2ccco2)CC1)Nc1ccccc1C(F)(F)F	-2	1.6	8	5	3	0	0	4	19
O=C(COC(=O)c1ccc(CO)cc1)Nc1ccc(OC(F)F)cc1	-1	-0.8	-1	-3	-1	5	1	5	-5
Cc1ccc(C(=O)N/C(=C/c2ccccc2)C(=O)NC(Cc2ccccc2)C(=O)O)cc1 (stereo not given)	2	4.8	13	-3	-7	1	0	-7	24
CC(C)NC(=O)C1CCN(C2CCN(Cc3cn[nH]c3-c3ccccc3)CC2)CC1	-2	2.8	1	1	0	13	0	-10	3
COc1ccc(NC(=O)CSc2nnc(CNC(=O)c3ccco3)o2)cc1	0	3.5	-1	-1	-8	-2	1	3	3
O=c1ccccn1CCOc1ccccc1Cl	0	0.7	1	0	-9	-5	6	-18	6
CCCCN(C(=O)CCCc1nc2ccccc2c(=O)[nH]1)c1c(N)n(CC(C)C)c(=O)[nH]c1=O	-4	1.0	9	/	/	0	0	0	18
Cc1ccnc2c(N3C(=O)C4C5C=CC(C5)C4C3=O)cccc12 (stereo not given)	-4	6.0	2	-1	1	-3	1	24	8
CCOc1ccc(S(=O)(=O)NCCC(=O)OCC(=O)NC(=O)c2cccn2C)cc1	/	/	-1	/	/	-6	0	3	-4
COc1cccc2cc(C(C)N(CCCN3CCOCC3)C(=S)Nc3cccc(C)c3)oc12 (stereo not given)	-2	1.0	7	-6	-1	4	16	-18	-9
CC(=O)c1ccc(N2CCN(C(=O)c3ccc(Br)cc3)CC2)c(F)c1	0	1.5	-9	-2	4	11	0	-11	-11
CC1=C(n2ccnc2)CCC1=O	1	-0.2	-8	0	-1	7	1	6	1
Cc1ccccc1OCC(=O)NC(Cc1c[nH]c2ccccc12)C(=O)O (stereo not given)	2	0.7	4	0	3	6	0	-2	1
Cc1csc(SCC(=O)Nc2ccccn2)n1	-3	-5.9	-6	6	-1	-3	2	-23	2
O=C(Cn1nc(Cc2cccnc2)c2ccccc2c1=O)NCc1ccc(F)cc1	0	1.1	1	4	15	0	0	-2	12
Cc1cccn2c(=O)c(C=O)c(N3CCCCCC3)nc12	5	1.4	-4	3	0	-3	0	14	-14
O=C(Nc1ccnn1C1CCN(Cc2ccc(OC(F)F)cc2)CC1)C1CCCC1	-2	2.5	3	1	2	7	0	-27	7
CCCC(=O)O/N=C(\c1ccccc1)c1ccncc1	1	1.4	6	-3	9	5	0	0	1

Two of the compounds above, bar-delimited:
structure | PP1 counter | PP5 inh | procasp7 counter | Fh CTSL1 inh | HCV core dimer | procasp3 activ | GRK2 aptamer HTS | JMJD2C inh | VLA-4 inh
CC1=C(n2ccnc2)CCC1=O | 1 | -0.2 | -8 | 0 | -1 | 7 | 1 | 6 | 1
Cc1ccccc1OCC(=O)NC(Cc1c[nH]c2ccccc12)C(=O)O (stereo not given) | 2 | 0.7 | 4 | 0 | 3 | 6 | 0 | -2 | 1

Next structures:
SMILES	PP1 counter	PP5 inh	procasp7 counter	Fh CTSL1 inh	HCV core dimer	procasp3 activ	GRK2 aptamer HTS	JMJD2C inh	VLA-4 inh
O=C(N=C1SC2CS(=O)(=O)CC2N1c1ccc(Cl)cc1)C1CCCO1 (stereo not given)	-3	1.2	-8	-4	14	4	1	3	2
Cc1ccc(CN2[C@@H](CC3CCCCC3)COCCS2(=O)=O)cc1	0	1.6	0	2	7	-12	1	14	12
C=CCN(C(=O)C1=NN(C2CCS(=O)(=O)C2)C(=O)CC1)c1nc(-c2ccc([N+](=O)[O-])cc2)cs1 (stereo not given)	0	-0.3	1	4	11	-3	2	-6	-7
CCOc1ccccc1NCc1cc(=O)oc2cc(C)ccc12	0	1.7	7	2	13	0	5	3	1
CCOc1ccc(C(=O)NCC(c2ccco2)N2CCc3ccccc3C2)cc1 (stereo not given)	-2	-0.4	7	6	6	-2	4	152	9
CCN(CC)CCNS(=O)(=O)c1ccc2[nH]cc(C(=O)O)c(=O)c2c1	0	-0.4	14	5	-2	6	30	3	13
Cc1nn(CCCC(=O)NCc2ccc(F)cc2)c(=O)c2nccn12	-1	0.8	4	1	-10	13	3	2	0
c1ccc(N2CCN(Cc3ccnc4ccccc34)CC2)cc1	7	2.0	5	-1	-5	-1	0	-9	-16
O=C(NCc1ccco1)c1ccc2c(c1)S(=O)(=O)c1ccccc1C2=O	-3	0.3	2	-6	8	2	0	1	34
CN1COc2ccc3ccccc3c2C1	-3	1.0	-11	0	-2	3	0	-9	48

Screening results from PubChem.
